Assay outcomes: PubChem, National Center for Advancing Translational Sciences (NCATS)
JMJD2A Tudor = qHTS Assay for Inhibitors of JMJD2A-Tudor Domain | AlphaScreen JMJD2A-Tudor / H3K4me3 peptide binding | Potency, µM (doses to about 114 µM), without a hit: at the highest dose activity change, negative = inhibition, usual class: inhibitors | 4.4% of 390,000 active | AID 504339, 2011; also: potency is read from the fitted curve at half-maximal effect; % is scaled to controls: 0 for no effect and ±100 for the full control effect; nearly all actives have a fitted effect of over 50% in size
Pin1 inhibitor = qHTS Assay to Find Inhibitors of Pin1. Peptidyl-prolyl cis-trans isomerase NIMA-interacting 1 (Homo sapiens), Q13526. Potency, µM (titrated, usually from 115 µM), inactives show top-dose activity, negative = inhibition, hits mostly inhibitors. 0.009% of 390,000 active. Pin1 FP peptide displacement, HiFluor488, 10 min; active = well fitted inhibition curve with a large enough effect in the polarisation, with a control signal flat, not every such curve was filed as active; inconclusive = small, poorly fitted or top-dose-only effect, or effect the other way, or a change in a side signal; inactive = no such curve, though single readings can be large or run the other way; the % refers to the polarisation; also: potency is read from the fitted curve at half-maximal effect; % is scaled to controls: 0 for no effect and ±100 for the full control effect
Target sequence (Q13526 whole entry, looked up): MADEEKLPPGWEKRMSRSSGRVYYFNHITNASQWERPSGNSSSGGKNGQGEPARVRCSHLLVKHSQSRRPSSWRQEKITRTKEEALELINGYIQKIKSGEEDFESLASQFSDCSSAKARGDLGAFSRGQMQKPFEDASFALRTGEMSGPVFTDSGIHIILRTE
HP1b chromo inh = HTS for Inhibitors of HP1-beta Chromodomain Interactions with Methylated Histone Tails | Chromobox protein homolog 1 (Homo sapiens), P83916 | AlphaScreen HP1-beta / biotin-H3K9me3 peptide binding | Potency, µM (titrated, usually from 114 µM), without a hit: top-dose activity change, negative = inhibition, hits mostly inhibitors | 0.56% of 390,000 active | AID 540317, 2011; also: potency is read from the fitted curve at half-maximal effect; nearly all actives have a fitted effect of over 70% in size; inactives centre near 23
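HP1-beta protein (50 nM final) preincubated 30 min at room temperature with biotinylated H3(1-18)K9me3 peptide (50 nM) in PBS pH 7.4, 0.01% Tween-20, then compound added for 30 min. AlphaScreen streptavidin donor/nickel chelate acceptor beads (10 ug/mL final), 30 min dark, luminescence read.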
POLH inh = qHTS for Inhibitors of Polymerase Eta; 1.2% of 390,000 active; AID 588591, 2011; DNA polymerase eta (Homo sapiens), Q9Y253; recombinant Pol eta, fluorescent DNA replication assay; Potency, µM (series often up to 114 µM), without a hit: at the highest dose activity change, negative = inhibition, actives largely listed as inhibitors; also: potency is read from the fitted curve at half-maximal effect; % is scaled to controls: 0 for no effect and ±100 for the full control effect
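Pol eta (10 nM) was preincubated with compounds for 15 min at room temperature, after which fluorescent replication substrate (50 nM final) was added to start the reaction. Fluorescence was read kinetically at 0 and 10 min.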
BAZ2B inh = qHTS Assay for Inhibitors of BAZ2B | Potency, µM (series often up to 114 µM), for inactives: at the top dose activity change, negative = inhibition, hits mostly inhibitors | 4.4% of 360,000 active | AID 504333, 2011 | AlphaScreen BAZ2B-H3K14Ac peptide displacement | Bromodomain adjacent to zinc finger domain protein 2B (Homo sapiens), Q9UIF8; also: potency is read from the fitted curve at half-maximal effect; % is scaled to controls: 0 for no effect and ±100 for the full control effect; nearly all actives have a fitted effect of over 60% in size
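Compounds, titrated to a top concentration of 110 uM, were incubated 30 min at room temperature with preformed BAZ2B/acetyl-K14 H3 peptide complex (50 nM each). Proximity signal was measured by AlphaScreen after 20 min with beads.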
PI4K2A block = qHTS for small molecular inhibitors of PI4K2A; Phosphatidylinositol 4-kinase type 2-alpha (Homo sapiens), Q9BTU6; purified PI4K2A, ADP-Glo luminescence, 1 h; hits give low values; activity change, negative = inhibition, % at 76.9 µM; 0.13% of 420,000 active; AID 1346378, 2018; in the data active = activity change below about -50%; inconclusive = mostly about -30% to -49%;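 also: -100% = wells without enzyme as full effect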
Target sequence (Q9BTU6 whole entry, looked up): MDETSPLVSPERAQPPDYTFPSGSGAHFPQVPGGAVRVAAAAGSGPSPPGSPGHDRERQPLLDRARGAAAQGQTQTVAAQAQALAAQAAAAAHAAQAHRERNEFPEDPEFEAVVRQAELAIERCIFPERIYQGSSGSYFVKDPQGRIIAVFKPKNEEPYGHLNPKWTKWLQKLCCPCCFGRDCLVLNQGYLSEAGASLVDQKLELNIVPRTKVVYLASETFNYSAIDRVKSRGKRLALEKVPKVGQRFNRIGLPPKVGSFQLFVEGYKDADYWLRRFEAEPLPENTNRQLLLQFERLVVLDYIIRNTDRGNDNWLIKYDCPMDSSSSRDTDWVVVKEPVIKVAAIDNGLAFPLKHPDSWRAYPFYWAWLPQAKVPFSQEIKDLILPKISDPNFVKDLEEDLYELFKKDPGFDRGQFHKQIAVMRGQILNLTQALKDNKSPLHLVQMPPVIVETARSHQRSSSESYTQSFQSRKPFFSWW
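In this quantitative HTS, ADP production by PI4K2A was quantified luminescently after 1 h at ambient temperature; 100 microM adenosine served as plate-quality control.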
PGK inhibitor = qHTS Assay to Find Inhibitors of Phosphoglycerate Kinase; PGK/GAPDH coupled, Kinase-Glo luminescence, 60 min; Potency, µM (series often up to 57.5 µM), without a hit: at the highest dose activity change, negative = inhibition, most hits filed as inhibitors; 0.043% of 380,000 active; also: potency is read from the fitted curve at half-maximal effect; % is scaled to controls: 0 for no effect and ±100 for the full control effect; nearly all actives have a fitted effect of over 60% in size
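Recombinant glycosomal PGK reaction used 1,3-bisphosphoglycerate generated in-well by GAPDH (100nM final) in 100mM TEA pH 7.6, 5mM MgCl2, 0.01% Tween-20. After 60 minutes at room temperature, ATP was read by Kinase-Glo Plus luminescence end-point.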
G9a inh = qHTS Assay for Inhibitors of Histone Lysine Methyltransferase G9a; Histone-lysine N-methyltransferase EHMT2 (Homo sapiens), Q96KQ7; G9a H3K9 monomethylation, AlphaScreen, 2 h; Potency, µM (series often up to 102 µM), for the others: top-dose activity, negative = inhibition, usual class: inhibitors; 8.8% of 350,000 active; also: potency is read from the fitted curve at half-maximal effect; % is scaled to controls: 0 for no effect and ±100 for the full control effect; nearly all actives have a fitted effect of over 75% in size
Target sequence (Q96KQ7 913-1193 limits assumed): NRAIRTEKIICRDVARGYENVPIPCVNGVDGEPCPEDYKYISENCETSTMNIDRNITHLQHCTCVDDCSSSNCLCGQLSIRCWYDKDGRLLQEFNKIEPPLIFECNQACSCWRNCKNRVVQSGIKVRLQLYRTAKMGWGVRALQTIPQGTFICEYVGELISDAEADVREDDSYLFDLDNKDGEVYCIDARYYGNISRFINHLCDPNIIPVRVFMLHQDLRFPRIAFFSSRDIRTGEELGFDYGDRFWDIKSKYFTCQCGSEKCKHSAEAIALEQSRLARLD
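Methyltransferase reactions run at room temperature for 2 h (20 nM enzyme, 500 nM biotin-H3K9 peptide, 20 uM SAM) after a 15 min compound preincubation; product detected by AlphaScreen beads and anti-H3K9me1 antibody.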
GLS inhibitor = qHTS for Inhibitors of Glutaminase (GLS); Glutaminase kidney isoform, mitochondrial (Homo sapiens), O94925; GLS enzymatic activity, qHTS titration; Potency, µM (doses to about 45.5 µM), for inactives: at the highest dose activity change, negative = inhibition, hits mostly inhibitors; 0.21% of 410,000 active; also: potency is read from the fitted curve at half-maximal effect; % is scaled to controls: 0 for no effect and ±100 for the full control effect
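Compounds were pin-transferred onto hKGA, after which L-glutamine (1 mM solution) and a detection mix of glutamate oxidase, HRP and Amplex Red were added. Initial and 30 min RT fluorescence reads were collected.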
An asterisk follows results filed as active; i = inactive; u = inconclusive; x = not tested or not shown; [ ] = remark or other dose. Unless noted, calls follow the shape of the dose curve; as a rule, active = well fitted curve in the direction sought with a large enough effect; inconclusive = small, poorly fitted or top-dose-only effect, or another doubt; inactive = no such curve, though single readings can be large; an effect the other way counts as inactive or inconclusive. The list is partial, so the mix of outcomes need not match the whole.

(1) Cc1ccc(CN2CCC(CNC(=O)Nc3c(C)cccc3C)C2)cc1 (stereo not drawn)
(2) Cc1ccccc1N1C(=O)c2ccccc2C1O (stereo not drawn)
(3) CC(=O)c1cc(CN2CCC(n3nccc3NC(=O)c3ccccc3)CC2)cs1
(4) CCn1ccc2cc(S(=O)(=O)N3CCCN(C(=O)Nc4cccc(Cl)c4)CC3)ccc21
(5) O=C(/C=C/c1ccccc1)NCC(=O)N/N=C/c1ccco1
(6) COc1ccc(OCC(=O)N/N=C2\CCCCc3ccccc32)cc1
(7) CCOC(=O)c1sc(NC(=O)CSc2nc3c(c(-c4ccc(OC)cc4)c2C#N)CCCC3)c(C#N)c1C
(8) Cc1ccc(CCNC(=O)c2ccc(NC(=O)N3CCSc4ccccc43)cc2)cc1

| Assay by compound | 1 | 2 | 3 | 4 | 5 | 6 | 7 | 8 |
| --- | --- | --- | --- | --- | --- | --- | --- | --- |
| BAZ2B inh | -6.3% | -9.4% | -10.7% | -6.6% | -16.2% | -31.2% | 10.0%[57.1 µM] | 2.4% |
| PI4K2A block | -0.7 | 0.1 | 0.8 | 0.9 | 4.5 | -4.1 | -3.8 | 1.5 |
| Pin1 inhibitor | -2.3% | -7.8% | 2.1% | 9.2% | -3.5% | 4.1% | 54.2%[activator] | 4.2% |
| POLH inh | -0.4% | 0.6% | -13.0% | -10.6% | -6.2% | 4.6% | -3.1% | 0.3% |
| G9a inh | -43.4%[59 µM] | 9.6% | 9.6% | 6.2%[59 µM] | 54.7%[activator] | -6.8% | 8.9% | -2.5%[59 µM] |
| JMJD2A Tudor | -11.0% | -2.9% | -8.8% | -26.8% | -16.4% | 14.1µM* | -16.7% | 0.0% |
| GLS inhibitor | 1.8% | 13.5% | -2.6% | -7.5% | -0.9% | u | 14.2% | -0.3% |
| PGK inhibitor | 2.2% | 10.6% | -10.4% | -2.0% | -6.7% | -0.6% | 1.9% | -4.5% |
| HP1b chromo inh | 25.6% | 24.4% | 22.4% | 10.8%[57 µM] | 32.5% | 8.3% | 25.2% | 23.5% |

(9) COc1ccc(NC(=O)Nc2ccc(Cc3ccncc3)cc2)cc1OC
(10) Cc1nn(CC(=O)NC(C)c2ccccc2)c(=O)c2cc3occc3n12 (stereo not drawn)
(11) O=S(=O)(c1ccc2nc(COc3ccccc3)[nH]c2c1)N1CCOCC1
(12) CC(=O)N1CCOc2ccc(S(=O)(=O)NC[C@H]3O[C@@H](n4cnc5c(N)ncnc54)[C@H](O)[C@@H]3O)cc21
(13) CCc1ccc(C(C(=O)NC2CCCC2)N(CCOC)C(=O)CCC(=O)Nc2cc(C)on2)cc1 (stereo not drawn)
(14) CCOC(=O)c1c(-c2ccccc2)csc1NC(=O)c1nn(CC)cc1Br
(15) Cc1nc(NC(=O)C2CC2)sc1C(=O)N1CCCCC1
(16) Cc1cc(C(C)(C)C)oc1C(=O)N(CC(=O)NC1CCCC1)Cc1ccccc1

| Assay by compound | 9 | 10 | 11 | 12 | 13 | 14 | 15 | 16 |
| --- | --- | --- | --- | --- | --- | --- | --- | --- |
| BAZ2B inh | u | 1.8% | u | x | 3.0% | 10.1% | 9.0% | -3.8% |
| PI4K2A block | -5.8 | -0.6 | -1.2 | -2.1 | -4.6 | -2.8 | 3.4 | -3.6 |
| Pin1 inhibitor | 0.6% | -1.5% | -6.0% | 0.2% | -1.0% | 1.0% | -2.6% | 10.4% |
| POLH inh | -4.3% | 3.2% | -3.9% | -18.0% | 5.7% | -17.3% | 13.8% | 3.7% |
| G9a inh | x | 5.8%[59 µM] | 50.1µM* | x | 18.5% | u | -12.8% | -1.4%[59 µM] |
| JMJD2A Tudor | -32.2% | -35.6% | -23.3% | 4.3% | -0.7% | -10.1% | -11.7% | -8.1% |
| GLS inhibitor | -0.9% | -11.6% | -2.3% | 0.5% | 13.7% | 13.8% | 1.9% | 0.5% |
| PGK inhibitor | 8.8% | -8.1% | x | 5.3% | 5.0% | -6.0% | x | x |
| HP1b chromo inh | 25.2% | 19.8% | 47.5%[activator] | 50.2%[activator] | 10.1% | 5.2% | 23.4% | 7.0% |

(17) COc1ccc(-c2csc(Nc3ccc(S(N)(=O)=O)cc3)n2)cc1OC
(18) COc1ccccc1N1CCN(/N=C\c2ccc(C)o2)CC1
(19) Cc1cccc(NC(=O)CCSc2ccccc2)c1C
(20) COc1cccc(NC(=O)CCc2ccccc2)c1
(21) Cn1ccnc1SCCC#N
(22) CCN(CC)c1ccc(S(=O)(=O)N2CCCCC2)cc1NC(=O)CSCc1c(C)noc1C
(23) Cc1c(S(=O)(=O)N2CCCC2)c(=O)n(C)c(=O)n1C
(24) Cc1cc(C)c2nc(NC(=O)C3CC(=O)N(Cc4ccco4)C3)sc2c1 (stereo not drawn)
(25) O=C(N/N=C/c1ccc2cccnc2c1)c1ccco1
(26) CCOC(=O)c1ccc(NC(=O)COc2cc(=O)n(CC)c3ccccc23)cc1

| Assay by compound | 17 | 18 | 19 | 20 | 21 | 22 | 23 | 24 | 25 | 26 |
| --- | --- | --- | --- | --- | --- | --- | --- | --- | --- | --- |
| BAZ2B inh | u | -7.9%[57.1 µM] | -12.4% | 41.7%[activator] | 7.1% | x | -3.4% | 39.8µM* | 5.3% | -2.2% |
| PI4K2A block | -5.8 | 3.9 | -0.2 | 0.4 | -7.3 | -4.0 | -0.9 | 0.4 | -6.7 | 0.5 |
| Pin1 inhibitor | 27.8% | -0.9% | -12.0% | -0.9% | -0.2% | 7.7% | -7.6% | -1.2% | -7.2% | -0.7% |
| POLH inh | -6.2% | -4.2% | 1.1% | 2.6% | -12.7% | -11.7% | 1.6% | -3.6% | -4.6% | 1.3% |
| G9a inh | u | u | 5.7% | 19.3%[12.7 µM] | -35.6% | x | -8.7% | -25.5%[59 µM] | 28.2µM* | -16.6% |
| JMJD2A Tudor | u | -28.1% | 4.4% | -10.0% | 13.9% | -23.8% | -23.9% | u | -9.0% | -7.9% |
| GLS inhibitor | 11.0% | 58.9%[activator] | 3.0% | 0.1% | 12.6% | -0.4% | 0.3% | -2.1% | -6.9% | 0.0% |
| PGK inhibitor | -1.1% | i | -7.4% | -0.1% | 2.6% | 1.7% | -0.7% | -10.4% | -7.6% | -4.9% |
| HP1b chromo inh | -15.4% | u | 4.0% | 51.2%[activator] | 58.2%[activator] | 26.2% | 12.7% | u | 23.9% | 39.2%[activator] |

Molecules from the list above containing a furan ring, fused or not (6):
(5) O=C(/C=C/c1ccccc1)NCC(=O)N/N=C/c1ccco1
(10) Cc1nn(CC(=O)NC(C)c2ccccc2)c(=O)c2cc3occc3n12 (stereo not drawn)
(16) Cc1cc(C(C)(C)C)oc1C(=O)N(CC(=O)NC1CCCC1)Cc1ccccc1
(18) COc1ccccc1N1CCN(/N=C\c2ccc(C)o2)CC1
(24) Cc1cc(C)c2nc(NC(=O)C3CC(=O)N(Cc4ccco4)C3)sc2c1 (stereo not drawn)
(25) O=C(N/N=C/c1ccc2cccnc2c1)c1ccco1

| Assay by compound | 5 | 10 | 16 | 18 | 24 | 25 |
| --- | --- | --- | --- | --- | --- | --- |
| BAZ2B inh | -16.2% | 1.8% | -3.8% | -7.9%[57.1 µM] | 39.8µM* | 5.3% |
| PI4K2A block | 4.5 | -0.6 | -3.6 | 3.9 | 0.4 | -6.7 |
| Pin1 inhibitor | -3.5% | -1.5% | 10.4% | -0.9% | -1.2% | -7.2% |
| POLH inh | -6.2% | 3.2% | 3.7% | -4.2% | -3.6% | -4.6% |
| G9a inh | 54.7%[activator] | 5.8%[59 µM] | -1.4%[59 µM] | u | -25.5%[59 µM] | 28.2µM* |
| JMJD2A Tudor | -16.4% | -35.6% | -8.1% | -28.1% | u | -9.0% |
| GLS inhibitor | -0.9% | -11.6% | 0.5% | 58.9%[activator] | -2.1% | -6.9% |
| PGK inhibitor | -6.7% | -8.1% | x | i | -10.4% | -7.6% |
| HP1b chromo inh | 32.5% | 19.8% | 7.0% | u | u | 23.9% |
